NR3A LBD binder: modulates the human NR3A ligand-binding domain; NR3A LBD differential scanning fluorimetry, Tm shift; 0% = protein alone, 100% = glycine-bound protein; Tm shift relative to glycine control, % at 25 µM; hit rate 2.5% among 340,000; AID 1259313;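 active means melting temperature shift of at least 10% of the positive control shift, at one fixed dose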
SENP6 inh: SENP6 protease inhibition | Q9GZR1 | inhibition, % at 10 µM | hit rate 1.8% among 330,000 | AID 2599 | Recombinant SENP6 catalytic domain, aminoluciferin luminescence;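 active means inhibition above about 50% at the single tested dose, limit read from the data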;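 further: plate controls were DMSO wells with enzyme for no effect and DMSO wells lacking enzyme for full effect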
HKDC1 inhibitor: inhibitors of human hexokinase HKDC1; Q2TB90; recombinant HKDC1, G6PDH/diaphorase resazurin coupled fluorescence; inhibition, % at 20 µM; hit rate 0.16% among 340,000; AID 493160;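 active means inhibition above about 35% when tested at 20 µM, limit read from the data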;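 further: plate controls were DMSO wells with enzyme for no effect and DMSO wells lacking enzyme for full effect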
Target sequence (Q2TB90 whole entry, looked up): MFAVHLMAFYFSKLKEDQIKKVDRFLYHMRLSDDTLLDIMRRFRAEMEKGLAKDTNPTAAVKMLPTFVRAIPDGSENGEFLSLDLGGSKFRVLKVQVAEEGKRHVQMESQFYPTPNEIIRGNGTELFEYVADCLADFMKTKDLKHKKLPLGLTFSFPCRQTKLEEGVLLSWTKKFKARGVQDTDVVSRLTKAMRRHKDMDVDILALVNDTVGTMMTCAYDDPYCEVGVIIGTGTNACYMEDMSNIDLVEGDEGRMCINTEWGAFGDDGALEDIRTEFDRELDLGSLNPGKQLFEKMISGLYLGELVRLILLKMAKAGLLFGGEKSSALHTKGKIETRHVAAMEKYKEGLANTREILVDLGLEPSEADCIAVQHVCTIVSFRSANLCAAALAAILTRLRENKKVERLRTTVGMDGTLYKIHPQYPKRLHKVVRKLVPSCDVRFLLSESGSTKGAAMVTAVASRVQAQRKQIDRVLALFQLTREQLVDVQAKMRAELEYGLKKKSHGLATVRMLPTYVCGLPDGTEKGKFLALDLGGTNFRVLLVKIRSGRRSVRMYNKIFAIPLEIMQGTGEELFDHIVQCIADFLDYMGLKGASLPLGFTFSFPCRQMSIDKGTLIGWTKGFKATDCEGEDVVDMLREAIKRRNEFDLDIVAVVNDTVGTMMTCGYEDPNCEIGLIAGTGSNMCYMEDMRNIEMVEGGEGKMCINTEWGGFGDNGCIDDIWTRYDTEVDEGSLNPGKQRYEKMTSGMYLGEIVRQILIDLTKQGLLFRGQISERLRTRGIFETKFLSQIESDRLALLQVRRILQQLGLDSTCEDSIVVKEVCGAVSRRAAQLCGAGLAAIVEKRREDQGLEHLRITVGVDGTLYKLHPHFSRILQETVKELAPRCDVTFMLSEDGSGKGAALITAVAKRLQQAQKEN
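Incubation: 90 min at room temperature in dark / Material: recombinant HKDC1 (HK5) hexokinase enzyme, produced in-house / Quantity: enzyme 5 µg/mL final / Compound: one dose of 20 µM, 1% DMSO / Reagent: glucose and ATP substrates / Buffer or medium: Tris pH 8.0 buffer with MgCl2, Tween-20, BSA, BME / Technique: resorufin fluorescence at 613 nm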
ATG4B inh: blocks human ATG4B protease cleavage of LC3 substrate; Q9Y4P1; ATG4B cleavage of LC3-PLA2, NBD-HPC fluorescence, 1 h; inhibition, % at 8.33 µM; hit rate 0.51% among 340,000; AID 504462; in the data active means inhibition above about 40%
MPTP inh: permeability transition pore inhibition | isolated mouse mitochondria, Ca2+ swelling absorbance, 30 min | inhibition, % at 10 µM | hit rate 1.4% among 360,000 | AID 602449;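 active means inhibition of 50% or more, scaled per plate between neutral and stimulator controls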;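 further: 0% = DMSO wells given calcium and 100% = 1 mM EGTA wells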
PfG6PD inh: PfG6PD (Plasmodium falciparum) enzyme inhibition. PfGluPho enzyme, NADPH resazurin-diaphorase fluorescence. inhibition, % at 20 µM. hit rate 0.78% among 350,000. AID 504690;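 active means inhibition reaching at least a set limit at 20 µM in the primary screen, cut at about 59% in these data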;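 further: 0% = DMSO wells with substrate and 100% = DMSO wells lacking glucose-6-phosphate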
SENP8 block: blocks human SENP8 cleavage of Nedd8 substrate; hit rate 0.64% among 360,000; inhibition, % at 20 µM; Q96LD8; AID 602440; recombinant SENP8, Nedd8 substrate fluorescence; in the data active means inhibition mostly above about 40%, no sharp cut-off; inactive means mostly below about 27%
SENP7 block: SENP7 protease inhibition. inhibition, % at 5 µM. hit rate 1.5% among 330,000. recombinant SENP7, Z-RLRGG-aminoluciferin luminescence, 40 min;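 active means inhibition above about 50% at the single test dose, limit read from the data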;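 further: plate controls were DMSO with enzyme for no effect and no enzyme buffer wells for full effect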
* = called active by the depositor.

SMILES | NR3A LBD binder | SENP6 inh | HKDC1 inhibitor | ATG4B inh | MPTP inh | PfG6PD inh | SENP8 block | SENP7 block
CN(C)c1cc(N/N=C/c2ccccc2C(F)(F)F)nc(N(C)C)n1 | 2 | 55* | 12 | 3 | 0.4 | 32 | -30 | 46
CN(C(=O)COc1ccc(Oc2ccccc2)cc1)C1CCS(=O)(=O)C1 (configuration not stated) | -2 | -6 | -1 | 6 | -1.4 | -2 | 3 | -9
Cc1cc(NCc2ccccc2)n2ncc(-c3ccccc3)c2n1 | -8 | -1 | 5 | 7 | -1.0 | 38 | -270 | 9
COc1ccc(CNC(=S)Nc2ccccc2F)cc1 | 1 | -25 | -3 | -8 | 0.0 | -6 | 21 | -8
Cc1cccc(-n2c(C)cc(C(=S)N3CCOCC3)c2C)c1C | 1 | -12 | 0 | -6 | 5.8 | 12 | 27 | -1
NS(=O)(=O)c1cc(C(=O)NCCOc2ccccc2)c(Cl)cc1Cl | -1 | -6 | 3 | 3 | -1.6 | -8 | 20 | 0
O=C(c1ccncc1)N1CCN(S(=O)(=O)c2cccc([N+](=O)[O-])c2)CC1 | 2 | -10 | -2 | -1 | -0.5 | 1 | 29 | 1
Cc1cc(NC(=O)CSCC(=O)N(c2cccc(Cl)c2)C(C(=O)NC2CCCCC2)c2ccc(O)c(O)c2)no1 (configuration not stated) | -1 | 7 | -5 | -3 | 2.1 | -21 | -1 | 2
COc1ccc(NC(=O)CSc2ccc3nnc(CCNC(=O)c4ccccc4)n3n2)cc1OC | -3 | 2 | 0 | 0 | -0.4 | -4 | 6 | 6
Cc1c(NC(=O)COc2cccc(F)c2)c(=O)n(-c2ccccc2)n1C | -1 | -8 | -6 | 2 | -1.2 | 12 | 9 | -6
Cc1ccc(CCNC(=O)C2CC(=O)N(CCc3ccccc3)C2)cc1 (configuration not stated) | 0 | 3 | -4 | -7 | 0.0 | 6 | 6 | 0
CCOc1ccc(CNC(=O)c2ccc(Sc3ccc(C)cc3)c(NC(C)=O)c2)cc1 | -7 | 6 | 0 | -3 | 7.4 | 0 | -10 | -1
Cc1nn(Cc2ccccc2Cl)c(Cl)c1/C=C/C(=O)OCC(=O)NC1CCS(=O)(=O)C1 (configuration not stated) | 0 | -11 | 16 | 16 | -1.2 | -26 | 7 | 7
Cc1cc(C)c(OCCCn2ccnc2)c(C)c1 | -1 | -9 | 1 | -6 | 0.5 | -5 | 4 | 3
COc1ccccc1CC(=O)Nc1ccc2c(c1)C(=O)NC2=O | 1 | -11 | -3 | -6 | -1.6 | -8 | -80 | -8
COc1cc2[nH]c(C(=O)N3CCN(C)CC3)cc2c(OC)c1OC | 2 | -25 | -4 | -1 | 1.2 | -3 | 9 | -11
COC(=O)c1ccccc1NC(=O)NC1CC1 | 0 | 10 | 18 | -6 | 1.3 | -8 | -6 | 7
O=C(NCc1cccs1)c1ccc(CS(=O)Cc2ccccc2Cl)o1 (configuration not stated) | 0 | 1 | -8 | 0 | 0.5 | -6 | 14 | 6
CCc1cccc(C)c1N(C(=O)Cn1c(COC)nc2ccccc21)C(C)COC (configuration not stated) | -2 | -11 | -13 | -13 | 1.2 | -16 | 21 | -9
CC1CCN(S(=O)(=O)c2ccc(C(=O)NCc3ccc4c(c3)OCO4)cc2)CC1 | -2 | -9 | -8 | -7 | 0.2 | 0 | 0 | -7
Cn1c(=O)c2c(ncn2CC(=O)Nc2cccc(S(=O)(=O)Nc3ccccc3F)c2)n(C)c1=O | 2 | 12 | -1 | -12 | -2.6 | 39 | -12 | 1
O=C(NCc1cccnc1)c1ccc(Cn2cc(C(F)(F)F)ccc2=O)cc1 | -1 | -7 | -4 | -1 | 0.4 | -8 | 13 | -1
Cc1cc(C(=O)NC2CCCc3c2cnn3-c2ccc(C(C)(C)C)cc2)nn1C (configuration not stated) | 1 | 3 | -1 | 3 | 89* | 10 | 0 | 6
CC(C)Oc1ccc(C(=O)NC(Cc2c[nH]c3ccccc23)C(=O)NN)cc1 (configuration not stated) | 1 | -1 | -4 | -4 | -1.0 | -9 | 15 | 3
Cc1ccccc1C(=O)NCC(=O)NCC1(N2CCOCC2)CCCCC1 | 2 | -22 | -1 | -3 | 0.0 | 14 | 1 | -9
COc1cc(/C=N/NC(=O)c2ccc(Cl)cc2)ccc1OCC(=O)N1CC(C)OC(C)C1 (configuration not stated) | 1 | -11 | -11 | 5 | 0.3 | 5 | -111 | -11
Cc1cc2c(NC(=O)Nc3ccccc3)cccc2nn1 | 0 | 22 | 5 | -1 | 9.9 | 24 | -6 | 7
O=C(NC(=S)NC1CCCCCC1)c1cncc(Br)c1 | -2 | 11 | -6 | 16 | 0.0 | 3 | 19 | -5
O=C(NC1CCCCC1)N1CCC(c2nc3ccccc3[nH]2)CC1 | 2 | -2 | 0 | -5 | -0.8 | -2 | 16 | -2
COc1ccc(-c2nn(-c3ccccc3)cc2C(=O)N2CCN(S(=O)(=O)c3ccccc3C#N)CC2)cc1 | 0 | -10 | -1 | -6 | -1.5 | 0 | -5 | 6
Cc1ccc(NC(=O)CSc2nncs2)cc1Cl | -2 | -21 | -4 | -1 | 0.7 | 16 | -1 | -7
Brc1cccc(-c2nnc3sc(CN4CCCCC4)cn23)c1 | 1 | 6 | -8 | 5 | -1.5 | 8 | 12 | -6
O=C(CCSc1ccccn1)c1ccccc1 | 0 | 21 | -3 | -7 | 3.4 | 13 | 8 | -15
C[C@H](CO)N1C[C@H](C)[C@@H](CN(C)S(=O)(=O)c2ccc(F)cc2)Oc2c(NC(=O)NC3CCCCC3)cccc2C1=O | -2 | -14 | 0 | -22 | 0.5 | 8 | 6 | 5
Cc1nnc(NC(=O)Nc2cccc(Cl)c2)s1 | -26 | 57* | -1 | -3 | 1.1 | 28 | 9 | 47
O=c1c2ccccc2nnn1Cc1ccccn1 | 3 | -3 | 0 | -4 | -2.7 | -17 | -10 | -1
CCN1CCN(S(=O)(=O)c2ccc(Cl)c(C(=O)NC(C)c3ccccc3Cl)c2)CC1 (configuration not stated) | 0 | -12 | -3 | 0 | 1.0 | -2 | 3 | -13
CN(C)C(=O)c1ccc(Cl)cc1[N+](=O)[O-] | 1 | 4 | -5 | -2 | 2.6 | 3 | 9 | -3
CC(=O)Nc1sc(-c2ccccc2)nc1-c1ccccc1 | -1 | 5 | 12 | -6 | 0.8 | -2 | -270 | 2
COc1ccc(NC(=O)Nc2cccc3c2O[C@H](CN(C)S(=O)(=O)c2ccccc2)[C@@H](C)CN([C@H](C)CO)C3=O)cc1 | 0 | -18 | -5 | -13 | 0.9 | 10 | 5 | 3
COc1ccc(S(=O)(=O)N2CCN(Cc3ccccc3)CC2)cc1 | 11* | -4 | -2 | -4 | -2.0 | 1 | 7 | -10
Cc1ccc(C(=O)NCCONC(=O)c2ccc(C)cc2)cc1 | 0 | -11 | 8 | -6 | 0.9 | 8 | 6 | 1
CC(C)CCNC(=O)C1CCCCN1S(=O)(=O)c1ccc(F)cc1 (configuration not stated) | -1 | -14 | 8 | -26 | -0.6 | 15 | 2 | 4
O=C(CN1CC(=O)Oc2ccccc21)OCC(=O)c1ccc(Br)cc1 | -2 | -3 | 0 | 10 | 12 | -17 | 19 | 7
Cc1cccc(NC(=O)c2nc[nH]c2C(=O)NCCN(CCNC(=O)c2[nH]cnc2C(=O)Nc2cccc(C)c2)CCNC(=O)c2[nH]cnc2C(=O)Nc2cccc(C)c2)c1 | 14* | -16 | 7 | -13 | -0.4 | 18 | 18 | 10
CCC(=O)/C=C1/Sc2ccc(OC)cc2N1CCO | -2 | 6 | -9 | -1 | -1.2 | 14 | -2 | 8
CCOc1ccccc1C(=O)Nc1cc(=O)n(C)c(=O)n1C | -3 | -16 | -6 | -5 | -1.1 | 2 | -2 | 9
O=C(O)Cc1ccc(NS(=O)(=O)c2c(Cl)cccc2Cl)cc1 | -1 | 13 | -3 | -5 | -0.4 | -17 | 14 | 5
CCn1c(N2CCN(S(=O)(=O)c3ccc(F)cc3)CC2)nc2ccccc21 | -1 | 7 | -4 | 28 | 0.3 | -5 | 9 | 0
FC(F)Oc1ccc(-c2csc(=Nc3cccnc3)n2CC2CCCO2)cc1 (configuration not stated) | 0 | 0 | 13 | -6 | 3.7 | 2 | 0 | -2
COCCN(Cc1ccccc1)C(=O)C1CCN(S(=O)(=O)c2ccc(OC)c(OC)c2)CC1 | 1 | -3 | 1 | -11 | -1.6 | 1 | 13 | 1
Cc1cc2nnc(SC3CCOC3=O)n2c2ccccc12 (configuration not stated) | 1 | -11 | 5 | -11 | 0.9 | 8 | -126 | 0
CN(C1CCCCC1)S(=O)(=O)c1ccc(S(=O)(=O)N2CCCC2)cc1 | 1 | 14 | -10 | -2 | 1.1 | 3 | 29 | 3
Cc1nn(C)cc1C(C)NC(=O)c1cc(COc2ccc(F)c(F)c2)on1 (configuration not stated) | -4 | 9 | -5 | -13 | -1.4 | 17 | 16 | 5
O=C1C2CCCN2C(=O)N1CCN1CCN(CCO)CC1 (configuration not stated) | 0 | -22 | -8 | 9 | 0.5 | 5 | 8 | -2
Cc1cc(NC(=O)CN2C(=O)NC(CCc3ccccc3)C2=O)no1 (configuration not stated) | 0 | -4 | -7 | -5 | -1.7 | 2 | 12 | -2

(more compounds)
SMILES | NR3A LBD binder | SENP6 inh | HKDC1 inhibitor | ATG4B inh | MPTP inh | PfG6PD inh | SENP8 block | SENP7 block
O=C(O)CCCC(=O)N1N=C(c2ccccc2)CC1c1cccs1 (configuration not stated) | -1 | -33 | 0 | 14 | -0.4 | -25 | 8 | -5
COc1cccc(-c2ccc(NC(=O)C3CCCN(Cc4cnc(N(C)C)s4)C3)cc2)c1 (configuration not stated) | -7 | 5 | 0 | -15 | -2.6 | 27 | 10 | 3
CCn1c(SCC(=O)Nc2nccs2)nnc1-c1ccncc1 | -6 | 2 | 5 | -7 | 2.7 | -13 | 4 | -1
O=C1Nc2ccccc2O/C1=C\c1ccccc1Br | 2 | -14 | -3 | -15 | 1.1 | 10 | -303 | 2
Cc1ccccc1CN1C(=O)[C@@H]2Cc3c([nH]c4ccccc34)C(C)(C)N2C1=O | 3 | 5 | -1 | -1 | 0.7 | 10 | -14 | 4
COc1cc(NC(=O)c2onc(C)c2Cl)c(OC)cc1Cl | -3 | 1 | 3 | 6 | 0.4 | -17 | 5 | -5
CCOC(=O)C1CCCN(C(=O)c2cccc(S(=O)(=O)N(C)c3c(C)n(C)n(-c4ccccc4)c3=O)c2)C1 (configuration not stated) | -1 | 5 | -10 | 5 | -0.3 | -15 | 6 | 0
COc1ccc(NC(=O)COc2ccc(C(=O)OCC(=O)N(C)C3CCS(=O)(=O)C3)cc2OC)cc1 (configuration not stated) | -1 | -19 | -3 | 3 | -1.1 | -12 | 12 | -6

Arranged by formula weight (highest first): three of the compounds above.
SMILES | NR3A LBD binder | SENP6 inh | HKDC1 inhibitor | ATG4B inh | MPTP inh | PfG6PD inh | SENP8 block | SENP7 block
COc1ccc(NC(=O)COc2ccc(C(=O)OCC(=O)N(C)C3CCS(=O)(=O)C3)cc2OC)cc1 (configuration not stated) | -1 | -19 | -3 | 3 | -1.1 | -12 | 12 | -6
CCn1c(SCC(=O)Nc2nccs2)nnc1-c1ccncc1 | -6 | 2 | 5 | -7 | 2.7 | -13 | 4 | -1
O=C1Nc2ccccc2O/C1=C\c1ccccc1Br | 2 | -14 | -3 | -15 | 1.1 | 10 | -303 | 2

Compound profiles (already shown). Order of values: NR3A LBD binder | SENP6 inh | HKDC1 inhibitor | ATG4B inh | MPTP inh | PfG6PD inh | SENP8 block | SENP7 block
Record of CCn1c(SCC(=O)Nc2nccs2)nnc1-c1ccncc1 = -6 | 2 | 5 | -7 | 2.7 | -13 | 4 | -1
Record of COc1cc(NC(=O)c2onc(C)c2Cl)c(OC)cc1Cl = -3 | 1 | 3 | 6 | 0.4 | -17 | 5 | -5

Screening results as filed in PubChem.
